# High-throughput results from PubChem BioAssay.
# A350 autofl – qHTS Assay for Spectroscopic Profiling in A350 Spectral Region; AID 590, 2007; max dye-equivalent concentration, M; actives 11% (n = 59,000); Compound autofluorescence, 340/450 nm, Alexa 350 dye-equivalents; stronger effect = higher value; in the data active means max dye-equivalent concentration above about 10 nM; inconclusive means mostly about 1.1 nM to 9.6 nM
# Fluorescein fluor – qHTS Assay for Spectroscopic Profiling in Fluorescein Spectral Region; max fluorescein-equivalent concentration, M; AID 593, 2007; actives 0.91% (n = 59,000); Compound autofluorescence, 480/540 nm, fluorescein-equivalent; stronger effect = higher value; in the data active means max fluorescein-equivalent concentration above about 10 nM; inconclusive means between about 1.1 nM and that limit
#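 Spectral profiling of library compounds in the fluorescein window (480 nm excitation, 540 nm emission) after 15 min at room temperature in pH 8.0 Tris (100 mM). Values are dye-equivalent concentrations.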
# Casp1 inh – qHTS Assay for Allosteric/Competitive Inhibitors of Caspase-1; P29466; Caspase-1 enzyme, Ac-WEHD-AFC fluorogenic rate; Potency, µM (titrated, usually from 57.5 µM), without a hit: top-dose activity change, negative = inhibition, actives largely listed as inhibitors; actives 0.03% (n = 75,000);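 further: potency means the concentration at half of the fitted maximal effect; plate controls were vehicle for no effect and no substrate for full effect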
# GFP derepression – qHTS Assay for Epigenetic Modulators | Potency, µM (highest dose often 46.1 µM), inactives show top-dose GFP derepression (activation) | mouse C127i GFP locus derepression, cytometry, 30 h | actives 0.09% (n = 68,000); further: % of control where 0% means no effect
#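 Read-out is the number of GFP-positive cells, scored as fluorescent objects 20 to 120 um wide, reflecting derepression of a silenced CMV-GFP reporter in murine C127i cells after 30 h compound exposure at 37 C.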
# Ub-GFP proteasome – Ubiquitin-GFP Assay; 67,000 tested, under 10 active; Potency, µM (highest dose often 45.9 µM), for the others: at the top dose activation (GFP accumulation), actives largely listed as activators; Ubiquitin-GFP reporter cells, proteasome inhibition, GFP fluorescence; response scale: untreated = 0%, 10 µM MG-132 = 100%; AID 526, 2006; active means well fitted activation curve with a large enough effect, not every such curve was filed as active; inconclusive means small, poorly fitted or top-dose-only effect, or another doubt; inactive means no such curve, though single readings can be large or run the other way; further: potency means the concentration at half of the fitted maximal effect
#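 GFP accumulation read-out: laser plate cytometry counting ubiquitin(G76V)-GFP-expressing U2OS cells after 4 hr compound exposure at 37 °C. Titrations spanned 46 uM to 2.9 nM; 0% = basal, 100% = 10 uM MG-132; concentration-response curves fitted.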
# 4-MU autofl – qHTS Assay for Spectroscopic Profiling in 4-MU Spectral Region; compound autofluorescence, 340/450 nm, 4-MU equivalents; stronger effect = higher value; actives 11% (n = 59,000); max dye-equivalent concentration, M; in the data active means max dye-equivalent concentration above about 10 nM; inconclusive means mostly about 1.1 nM to 9.6 nM
#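 Compounds in 100 mM Tris, pH 8.0, incubated 15 min at room temperature, then fluorescence read at 340 nm excitation/450 nm emission. Signal converted to 4-MU dye-equivalent concentration using an on-plate six-point 4-MU standard curve.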
# BRCT PPI red – qHTS Assay for Inhibitors of BRCT-Phosphoprotein Interaction (Red Fluorophore) | actives 0.03% (n = 75,000) | BRCT-phosphopeptide binding, red fluorescence polarization | Potency, µM (top dose mostly 76.9 µM), inactives show at the highest dose activity change, negative = inhibition, usual class: inhibitors | Breast cancer type 1 susceptibility protein (Homo sapiens), P38398 | AID 892, 2007; further: on the % scale 0 is the no-effect control and ±100 the full control effect
# Target sequence (P38398 whole entry, looked up): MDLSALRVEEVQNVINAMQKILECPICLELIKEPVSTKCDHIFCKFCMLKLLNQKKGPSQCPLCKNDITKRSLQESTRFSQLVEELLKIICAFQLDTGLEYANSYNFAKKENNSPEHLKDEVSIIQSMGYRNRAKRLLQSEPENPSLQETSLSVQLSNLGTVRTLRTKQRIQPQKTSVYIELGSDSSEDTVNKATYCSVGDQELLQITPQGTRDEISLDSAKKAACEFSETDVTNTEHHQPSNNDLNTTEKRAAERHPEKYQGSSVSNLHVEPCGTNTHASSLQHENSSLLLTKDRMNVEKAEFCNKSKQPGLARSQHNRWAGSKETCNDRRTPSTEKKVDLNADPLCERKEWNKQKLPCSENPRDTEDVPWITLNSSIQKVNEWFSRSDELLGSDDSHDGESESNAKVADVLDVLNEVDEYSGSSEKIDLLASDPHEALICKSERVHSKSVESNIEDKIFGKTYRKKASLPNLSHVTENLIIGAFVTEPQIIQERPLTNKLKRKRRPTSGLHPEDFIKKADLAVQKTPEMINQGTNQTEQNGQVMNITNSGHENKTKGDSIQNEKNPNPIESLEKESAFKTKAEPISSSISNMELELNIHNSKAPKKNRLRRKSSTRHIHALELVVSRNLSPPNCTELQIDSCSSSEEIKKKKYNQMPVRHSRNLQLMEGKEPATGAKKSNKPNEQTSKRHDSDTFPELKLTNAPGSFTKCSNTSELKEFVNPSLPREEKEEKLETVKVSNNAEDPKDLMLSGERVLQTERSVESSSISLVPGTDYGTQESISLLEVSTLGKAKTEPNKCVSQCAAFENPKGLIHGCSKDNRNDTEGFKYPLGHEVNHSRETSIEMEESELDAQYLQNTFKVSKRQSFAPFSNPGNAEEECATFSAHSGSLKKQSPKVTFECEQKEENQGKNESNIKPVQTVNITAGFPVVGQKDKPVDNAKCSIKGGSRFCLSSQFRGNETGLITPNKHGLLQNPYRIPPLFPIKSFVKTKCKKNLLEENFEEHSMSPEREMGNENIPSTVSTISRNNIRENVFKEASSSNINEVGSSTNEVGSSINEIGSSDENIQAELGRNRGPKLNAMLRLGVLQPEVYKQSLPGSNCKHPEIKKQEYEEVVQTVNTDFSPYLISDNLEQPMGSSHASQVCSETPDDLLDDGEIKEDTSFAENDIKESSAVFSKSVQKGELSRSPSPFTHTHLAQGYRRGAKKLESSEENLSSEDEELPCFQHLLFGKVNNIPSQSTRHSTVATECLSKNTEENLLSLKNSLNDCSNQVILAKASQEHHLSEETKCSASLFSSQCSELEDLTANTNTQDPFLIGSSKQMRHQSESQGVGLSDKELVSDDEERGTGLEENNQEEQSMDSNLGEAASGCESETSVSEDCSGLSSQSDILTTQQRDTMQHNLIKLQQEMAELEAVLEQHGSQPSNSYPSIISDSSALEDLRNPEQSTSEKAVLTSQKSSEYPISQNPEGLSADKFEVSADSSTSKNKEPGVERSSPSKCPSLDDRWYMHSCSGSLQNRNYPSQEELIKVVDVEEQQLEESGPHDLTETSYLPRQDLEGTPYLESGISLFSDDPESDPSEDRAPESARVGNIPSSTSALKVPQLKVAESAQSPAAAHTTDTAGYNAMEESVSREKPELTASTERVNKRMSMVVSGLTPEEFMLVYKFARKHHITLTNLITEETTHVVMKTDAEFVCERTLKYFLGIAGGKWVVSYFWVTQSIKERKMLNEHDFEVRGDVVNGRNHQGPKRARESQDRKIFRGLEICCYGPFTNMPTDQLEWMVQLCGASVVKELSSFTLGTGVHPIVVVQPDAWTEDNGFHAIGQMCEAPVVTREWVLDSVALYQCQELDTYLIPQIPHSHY
#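 Rhodamine-labelled pBACH1 10-mer (100 nM) bound to BRCT domain (100 nM) at pH 7.3; compounds incubated 12 min room temperature, polarization read. Free peptide defines full inhibition; unlabelled decapeptide titrated as control.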
# Caspase-7 inhib – qHTS Assay for Allosteric/Competitive Inhibitors of Caspase-7; P55210; recombinant caspase-7, Ac-DEVD-AFC fluorescence rate; Potency, µM (titrated, usually from 57.5 µM), for the others: at the highest dose activity change, negative = inhibition, usual class: inhibitors; actives 0.02% (n = 75,000); AID 889, 2007; active means well fitted inhibition curve with a large enough effect in the main read-out, with a control signal flat, not every such curve was filed as active; inconclusive means small, poorly fitted or top-dose-only effect, or a change in a side signal; further: potency means the concentration at half of the fitted maximal effect; % of control where 0% means no effect
# USP2a inh – qHTS Assay for Inhibitors of Ubiquitin-specific Protease USP2a. USP2a enzymatic assay, qHTS inhibition. Potency, µM (top dose mostly 38.3 µM), inactives show at the top dose activity change, negative = inhibition, hits mostly inhibitors. actives 0.1% (n = 60,000). AID 927, 2007;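 further: potency means the concentration at half of the fitted maximal effect; nearly all actives have a fitted effect of over 60% in size; plate controls were DMSO for no effect and NEM full inhibition control for full effect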
#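 USP2 core (20nM final) preincubated 30 min RT with compound, then Ub-PLA2 20nM and NBD C6-HPC 20uM final added; buffer 20mM Tris-HCl pH 8.0, 2mM CaCl2. Fluorescence Ex 460/Em 535 read at 0 and 2.5 h; normalized to NEM.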
# BRCT inh green – qHTS Assay for Inhibitors of BRCT-Phosphoprotein Interaction (Green Fluorophore) | BRCA1 BRCT-phosphopeptide binding, green fluorescence polarization | Potency, µM (highest dose often 76.9 µM), inactives show top-dose activity change, negative = inhibition, actives largely listed as inhibitors | actives 0.05% (n = 75,000) | AID 875, 2007;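 further: potency means the concentration at half of the fitted maximal effect; plate controls were peptide without protein for full effect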
#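 Compounds were incubated for 12 min at room temperature with a complex of 100 nM fluorescein-tagged pBACH1 decapeptide and 250 nM His-tagged BRCT protein. Buffer was phosphate pH 7.3 with EDTA, DTT and Tween 20. Disruption of binding lowers the polarization signal.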
# HEK293 cAMP cs – qHTS Assay for Agonists of the Thyroid Stimulating Hormone Receptor: Activators of Intracellular cAMP Concentrations in Parental HEK 293 | parental HEK293 CNG cAMP sensor, membrane potential fluorescence | actives 2.5% (n = 73,000) | AID 938, 2007 | Potency, µM (highest dose often 57.1 µM), for the others: at the top dose activation, most hits filed as activators; further: potency means the concentration at half of the fitted maximal effect; % of control where 0% means no effect; nearly all actives have a fitted effect of over 55% in size
#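 Parental HEK 293 cells stably expressing a cAMP-gated CNG channel were loaded with membrane potential dye containing 100 uM RO 20-1724 for 60 min. Compound added for 30 min; depolarization read as fluorescence intensity at 590 nm.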
# Active calls of the source: *; i = inactive; ? = inconclusive; nt = not tested or not shown; & = joins results of further samples; [ ] = dose if it differs, or a comment. Unless noted, the call rests on the fitted dose curve; in most records, active means well fitted curve in the direction sought with a large enough effect; inconclusive means small, poorly fitted or top-dose-only effect, or another doubt; inactive means no such curve, though single readings can be large; an effect the other way counts as inactive or inconclusive.
# Values run as follows: A350 autofl, Fluorescein fluor, Casp1 inh, GFP derepression, Ub-GFP proteasome, 4-MU autofl, BRCT PPI red, Caspase-7 inhib, USP2a inh, BRCT inh green, HEK293 cAMP cs
O=c1oc2c3c(nn2c2ccccc12)CCCC3
  nt, nt, 0.0%, 0.5%, -9.6%, nt, 0.2%, 1.5%, -0.4%, -2.3%, -5.7%
Cc1csc(NC(=O)Cn2cnnn2)n1
  i, ?, 2.0%, -1.4%, 3.9%, i, -0.1%, 0.2%, -4.1%, -1.7%, -0.3%
COc1ccc(N2CCN(C(=O)CN3C(=O)C4CC=CCC4C3=O)CC2)cc1 (stereo not drawn)
  4e-07M*, i, 1.2%, -0.6%, 4.4%, 3.17e-07M*, -0.4%, -1.5%, -0.4%, -0.4%, ?
O=C(c1cccnc1NCc1ccccc1)N1CCOCC1
  i, ?, 2.7%, 1.1%, -2.5%, i, 0.0%, -1.8%, 8.6%, -2.2%, 1.0%
CCCCCCCN
  nt, nt, -2.9%, nt, nt, nt, 1.3%, 1.6%, nt, 0.8%, 14.4%
CC(C)(C)NC(=O)c1cccc(NC(=O)c2ccc(NC(=O)c3ccco3)cc2)c1
  i, i, -2.0%, 2.1%, 0.3%, i, -3.9%, 0.7%, 28.8%, -0.6%, -1.0%
CC(C)CC(c1nnnn1CCc1ccccc1)N1CCN(C(=O)c2ccco2)CC1 (stereo not drawn)
  i, ?, 1.1%, 2.5%, 0.2%, i, -0.3%, 7.6%, -4.3%, 1.6%, 15.7%
CCOC(=O)N1CCN(C(=O)CN(c2ccc(Oc3ccccc3)cc2)S(C)(=O)=O)CC1
  nt, nt, 0.0%, 0.0%, 5.6%, nt, 0.8%, 0.3%, 14.7%, -4.0%, ?
c1cc2c(cc1Nc1nc(-c3ccc4c(c3)OCO4)cs1)OCCO2
  i, i, -2.7%, -1.0%, 0.0%, i, 0.3%, -4.8%, 6.0%, 5.7%, -32.2%[inhibitor]
Fc1ccc(N2CCN(C(c3cccs3)c3nnnn3CCc3ccccc3)CC2)cc1 (stereo not drawn)
  i, i, -2.2%, -4.0%, -3.2%, i, -0.6%, -2.3%, 108.8%[activator], 0.3%, ?
COc1ccc(NCc2ccc(OC)c(OC)c2)cc1
  nt, nt, -3.3%, nt, nt, nt, -1.1%, -0.4%, nt, -2.5%, 1.0%
COc1ccc(OC)c(NC(=O)Cn2cccc2)c1
  i, i, 1.9%, 2.4%, -6.1%, i, -0.3%, -0.1%, 3.4%, -1.6%, 3.0%
CN(C)c1nc(N)c(C(=O)Nc2cccnc2)nc1Cl
  nt, nt, -6.8%, nt, nt, nt, -1.4%, -11.5%, nt, -4.4%, 5.3%
O=c1c(-c2ccc(Cl)cc2)nc2cnc(Nc3ccccc3)nc2n1C1CC1
  i, ?, ?, 0.0%[9.22 µM], 4.0%, i, 0.1%, -10.3%, 116.4%[activator], -0.9%, -12.2%
CCCOc1ccc(Cn2c(=O)oc3ccc(C)cc32)cc1OC
  i, ?, -0.8%, 0.0%, 3.3%, i, 0.4%, -3.2%, -13.4%, -0.8%, ?
COc1cc2c(cc1NC(=O)c1ccco1)CCCC2
  nt, nt, -1.8%, -3.5%, 2.9%[9.17 µM], nt, -0.4%, -1.0%, 1.8%[7.66 µM], -0.7%, ?
CCOc1cccc2cc(C(=O)NCc3cccnc3)c(=O)oc12
  ?, i, -0.8%, 0.0%, 6.7%, ?, 0.5%, -1.2%, -1.1%, -0.9%, 2.9%
CCOC(=O)c1[nH]c(C)c(/C=N/O)c1C
  i, i, -1.4%, -2.7%, -0.1%, i, 0.2%, 0.1%, 2.0%, -2.8%, 2.6%
CCCn1c(=N)n(CC(=O)OCC)c2ccccc21
  i, i, 1.3%, -4.3%, -3.8%, i, -1.4%, 0.3%, -5.8%, 1.4%, 5.7%
COc1cc(NC(=O)N2CCOCC2)cc(OC)c1
  i, ?, 1.1%, -1.2%, -1.3%, i, -2.7%, -1.1%, -2.3%, 0.8%, -5.9%
CCOc1ccc(N2Cc3ncccc3C2=O)cc1
  i, i, -0.3%, -2.6%, 19.6%, i, -0.1%, -1.5%, 8.3%, -0.4%, 1.5%
Nc1nonc1C(=O)OCC(=O)N1CCOCC1
  i, i, 3.8%, 0.0%, -1.3%, i, -1.1%, 4.1%, -5.5%, -2.3%, 14.1%
CCSc1ccccc1C(=O)n1nnc2ccccc21
  i, i, -0.2%, ?, -4.4%, i, 0.8%, -0.6%, -6.1%, -1.7%, 11.5%
O=S(=O)(NCCCCCNS(=O)(=O)c1ccccc1)c1ccccc1
  i, i, 0.7%, -3.1%, 0.2%, i, -0.5%, 1.0%, 7.6%, -1.7%, 13.1%
c1ccc2c(c1)CCCC2C1=NCCN1 (stereo not drawn)
  i, ?, -1.0%&0.9%, 4.3%, -1.8%, i, -0.3%&0.1%, -1.0%&0.4%, 1.5%&1.4%, -0.7%, 2.2%
CCCc1nc(NCc2ccco2)c(C#N)c2c1COC(C)(C)C2
  ?, ?, 1.1%, 1.6%, 12.4%, ?, -1.1%, 0.5%, -1.3%, -0.9%, 6.0%
CCOC(=O)c1[nH]c(C)c(C(=O)N2CCN(C(=O)c3ccco3)CC2)c1C
  i, i, -1.4%, 1.2%, -10.3%, i, 0.8%, -1.0%, -4.9%, -2.4%, 4.7%
Nc1cc(=O)[nH]c(SCC(=O)NCC2CCCO2)n1 (stereo not drawn)
  i, i, -0.3%, 0.0%, 0.5%, i, -0.2%, -0.2%, -11.0%, 2.0%, 9.5%
CCN(CC)CCCn1c(=S)[nH]c2ccccc2c1=O
  i, i, 0.1%, 1.9%, -1.9%, i, 0.0%, -0.1%, -1.0%, -2.8%, 17.5%
CC(C)CCN1CCc2nc(-c3ccccc3)c3c(c2C1)COC(C)C3 (stereo not drawn)
  nt, nt, -3.8%[11.5 µM], nt, nt, nt, -0.4%[15.4 µM], 0.1%[11.5 µM], nt, -0.2%[15.4 µM], 1.2%[11.4 µM]
CC(=O)N(c1c(C)n(C)n(-c2ccccc2)c1=O)C1(C(=O)NC2CCCC2)CCCCC1
  i, i, -1.9%, -1.1%, -14.1%, i, -0.4%, -2.6%, 7.4%, -1.1%, 1.8%
CCn1cc(C(=O)Nn2cnnc2)c(=O)c2ccc(C)nc21
  ?, i, 0.7%, -2.1%, nt, i, -0.1%, -2.5%, 1.5%, 1.8%, -3.0%
CC1CN(C(=O)c2cccc(S(=O)(=O)N3CCOCC3)c2)CC(C)O1 (stereo not drawn)
  i, i, -1.9%, -2.7%, 6.3%, i, -1.6%, 1.6%, -6.5%, 0.2%, -2.1%
Cc1ccc(C)c(CN2CCCNC2=O)c1
  i, i, -1.5%, 2.1%, nt, i, 0.4%, -1.8%, 1.2%, -0.5%, 15.2%
N#Cc1nc(-c2cccc3ccccc23)oc1N1CCCCC1
  6.72e-07M*, i, -7.6%, -2.0%, -2.7%, 1.39e-06M*, 1.5%, -17.3%, -0.4%, -2.7%, 11.6%
CC(=NCCN1CCOCC1)C1=C(O)c2ccccc2C1=O
  nt, nt, -3.8%, 2.5%, -1.4%, nt, -0.8%, -1.9%, 2.1%, -0.6%, -0.6%
COc1ccc2nc(Nc3ccc4c(c3)OCO4)sc2c1
  i, ?, 0.5%, 0.0%, -2.7%, i, -0.8%, -0.9%, -6.9%, -3.5%, -3.8%
Cc1cccc(OCC(=O)Nc2cccc(-c3nnc(-c4ccccc4)o3)c2)c1C
  ?, ?, -2.3%, 0.4%, -2.8%, i, -0.5%, 0.4%, 13.2%, -3.8%, ?
c1cc(NC2CC2)nc(-c2ccoc2)n1
  i, ?, -9.0%, 2.2%[9.22 µM], -2.5%, i, -3.1%, -14.0%, 43.2%[activator], -0.8%, 7.5%
O=C(c1ccccn1)N(Cc1cc2ccccc2[nH]c1=O)C1CCCCC1
  i, i, -2.9%, 0.0%, -0.9%, i, 0.5%, -2.6%, 12.6%, 2.0%, 1.3%
CCOc1ccc(OCC)c(NC(=O)C2CCCN(S(=O)(=O)c3cnc[nH]3)C2)c1 (stereo not drawn)
  nt, nt, -1.7%, 1.9%, 14.6%, nt, -2.5%, 1.1%, nt, -1.9%, 2.6%

# One compound at a time, as listed above. Order of screens: A350 autofl	Fluorescein fluor	Casp1 inh	GFP derepression	Ub-GFP proteasome	4-MU autofl	BRCT PPI red	Caspase-7 inhib	USP2a inh	BRCT inh green	HEK293 cAMP cs
# CC(=NCCN1CCOCC1)C1=C(O)c2ccccc2C1=O across the screens: nt	nt	-3.8%	2.5%	-1.4%	nt	-0.8%	-1.9%	2.1%	-0.6%	-0.6%
# CC1CN(C(=O)c2cccc(S(=O)(=O)N3CCOCC3)c2)CC(C)O1 (stereo not drawn) across the screens: i	i	-1.9%	-2.7%	6.3%	i	-1.6%	1.6%	-6.5%	0.2%	-2.1%

# The list is partial, so the mix of outcomes need not match the whole.
